SENP6 block – SENP6 protease inhibition; inhibition, % at 10 µM; 330,000 compounds, 1.8% hits; Recombinant SENP6 catalytic domain, aminoluciferin luminescence; AID 2599;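 active means inhibition above about 50% at the single tested dose, limit read from the data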;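 further: plate controls were DMSO wells with enzyme for no effect and DMSO wells lacking enzyme for full effect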
Target sequence (Q9GZR1 628-1112 limits assumed): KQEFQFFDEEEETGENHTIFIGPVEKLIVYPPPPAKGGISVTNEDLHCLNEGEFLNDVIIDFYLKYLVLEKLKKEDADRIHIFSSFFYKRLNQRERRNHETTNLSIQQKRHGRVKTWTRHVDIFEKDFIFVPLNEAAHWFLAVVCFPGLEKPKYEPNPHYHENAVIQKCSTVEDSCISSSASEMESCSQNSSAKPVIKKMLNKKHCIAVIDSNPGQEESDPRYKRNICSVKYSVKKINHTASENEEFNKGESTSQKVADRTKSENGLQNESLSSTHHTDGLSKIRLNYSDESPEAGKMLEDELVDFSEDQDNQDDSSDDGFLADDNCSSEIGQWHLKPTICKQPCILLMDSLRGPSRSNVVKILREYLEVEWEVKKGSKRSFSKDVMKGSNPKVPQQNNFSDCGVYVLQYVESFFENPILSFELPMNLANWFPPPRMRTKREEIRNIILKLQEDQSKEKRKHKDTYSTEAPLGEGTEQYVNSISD
ATG4B inh – ATG4B (human) cysteine protease inhibition. ATG4B cleavage of LC3-PLA2, NBD-HPC fluorescence, 1 h. inhibition, % at 8.33 µM. 340,000 compounds, 0.51% hits. AID 504462; in the data active means inhibition above about 40%
SENP1 inh – SENP1 (human) catalytic domain inhibition; Q9P0U3; inhibition, % at 10 µM; 360,000 compounds, 0.21% hits; recombinant SENP1 catalytic domain, CyPet-SUMO1-YPet FRET cleavage;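 active means inhibition at least 30% at 10 µM, raw YFP signal under a set limit, fluorescence ratio 0.5 to 1.5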;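 further: 0% = enzyme with DMSO and 100% = no enzyme wells; some results filed as inactive read as strong as hits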
Target sequence (Q9P0U3 419-644 limits assumed): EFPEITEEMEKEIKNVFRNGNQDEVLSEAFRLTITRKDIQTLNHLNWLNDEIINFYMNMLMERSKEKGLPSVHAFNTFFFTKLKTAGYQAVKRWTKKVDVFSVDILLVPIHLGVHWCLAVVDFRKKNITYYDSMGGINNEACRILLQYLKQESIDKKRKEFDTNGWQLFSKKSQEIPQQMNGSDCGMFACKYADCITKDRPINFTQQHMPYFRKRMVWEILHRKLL
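Compound: 10 µM single point, 0.5% DMSO; Test system: hSENP1 catalytic domain, recombinant; Timing: 50 min reaction at room temperature; Technique: FRET, CFP and YFP emission; Control set: no-enzyme wells low, DMSO-plus-enzyme wells high control.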
PfGluPho inh – PfG6PD (Plasmodium falciparum) enzyme inhibition. PfGluPho enzyme, NADPH resazurin-diaphorase fluorescence. inhibition, % at 20 µM. 350,000 compounds, 0.78% hits. AID 504690;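 active means inhibition reaching at least a set limit at 20 µM in the primary screen, cut at about 59% in these data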;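 further: 0% = DMSO wells with substrate and 100% = DMSO wells lacking glucose-6-phosphate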
hIAP activ – human IAP activation | AID 2524 | purified human IAP, CDP-Star luminescence, 30 min; stronger effect = higher value; 1 = vehicle-only enzyme, 0 = enzyme-free background | activation factor at 10 µM | 330,000 compounds, 0.16% hits;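 active means activation factor of the enzyme at least 2-fold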; further: the source names both 10 and 20 µM as test concentration; values of inactives mirror those of a sister screen read the other way
MPTP block – inhibitors of mitochondrial permeability transition pore; isolated mouse mitochondria, Ca2+ swelling absorbance, 30 min; inhibition, % at 10 µM; 360,000 compounds, 1.4% hits; AID 602449;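 active means inhibition of 50% or more, scaled per plate between neutral and stimulator controls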;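 further: 0% = DMSO wells given calcium and 100% = 1 mM EGTA wells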
GRIN3A LBD mod – modulators (binders) of human NR3A ligand-binding domain. 340,000 compounds, 2.5% hits. AID 1259313. NR3A LBD differential scanning fluorimetry, Tm shift; 0% = protein alone, 100% = glycine-bound protein. Tm shift relative to glycine control, % at 25 µM;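 active means melting temperature shift of at least 10% of the positive control shift, at one fixed dose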
SENP8 inh – inhibitors of human SENP8 protease; Q96LD8; recombinant SENP8, Nedd8 substrate fluorescence; inhibition, % at 20 µM; 360,000 compounds, 0.64% hits; AID 602440; in the data active means inhibition mostly above about 40%, no sharp cut-off; inactive means mostly below about 27%
Target sequence (Q96LD8 whole entry, looked up): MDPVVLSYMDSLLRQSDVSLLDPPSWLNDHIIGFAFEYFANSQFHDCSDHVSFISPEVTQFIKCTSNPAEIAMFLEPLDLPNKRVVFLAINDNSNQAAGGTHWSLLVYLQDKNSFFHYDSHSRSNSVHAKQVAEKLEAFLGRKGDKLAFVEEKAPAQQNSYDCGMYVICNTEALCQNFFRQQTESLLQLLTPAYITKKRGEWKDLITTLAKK
Active calls of the source: *; x = no result given.

SMILES	SENP6 block	ATG4B inh	SENP1 inh	PfGluPho inh	hIAP activ	MPTP block	GRIN3A LBD mod	SENP8 inh
COc1ccc(CCC(=O)N2CCN(c3ccccc3)CC2)cc1OC	-12	-3	0	-4	1.2	-1.7	0	5
COC(=O)CCC(=O)NNC(=O)c1ccc([N+](=O)[O-])cc1	-8	-1	5	-5	0.97	-4.4	4	7
Cc1csc(Sc2ccc([N+](=O)[O-])cc2C(=O)OCC(=O)NC(=O)NC(C)(C)C)n1	-22	-10	0	16	1	0.8	-33	11
CC(Sc1ccccc1)C(=O)NN=C1CCCC1 (configuration not stated)	-4	-3	-1	10	1.2	-2.0	-2	5
Cc1cc(=O)n2c(sc3ccccc32)c1C#N	-10	2	-1	-30	1	-1.2	0	-369
COc1ccc(NC(=O)c2cc(S(=O)(=O)N3CCOCC3)ccc2C)cc1S(=O)(=O)N1CCCCC1	x	-2	1	-9	x	-0.6	2	7
Cc1cc(C)n(-c2ccc(C(=O)Nc3nnc(C)s3)cc2)n1	-17	-7	3	-30	1.1	0.7	-1	-6
CN(C(=O)CN1C(=O)NC2(CCc3ccccc32)C1=O)C1CCS(=O)(=O)C1 (configuration not stated)	5	0	-19	-13	1.1	0.3	1	5
C=CCN1CCN(C(=O)CSc2ccccc2)CC1	-5	4	2	-8	1	0.0	3	9
Cn1[nH]c(-c2ccccc2)c(/C=N/O)c1=O	-8	7	3	-18	1.1	-1.3	1	5
Cc1c(C)c2c(OCC(=O)N3CCC[C@H]3C(=O)O)cc3c(c2oc1=O)CCC(C)(C)O3	2	8	3	8	0.91	0.2	1	-3
Cc1ccc(S(=O)(=O)Nc2nc3ccc(S(=O)(=O)N4CCCC4)cc3s2)cc1	-13	-6	-12	-19	1.1	-0.8	2	-44
CC(=O)c1ccc(-c2cc([C@H]3[C@H]4C=CC[C@@H](C)[C@@H]4C(=O)N3Cc3ccccc3)ccc2F)cc1	1	-5	-1	15	1	-2.1	0	-2
CCN(CC(=O)Nc1ccc2c(c1)OCCO2)C(=O)c1cc(=O)[nH]c2ccccc12	-8	1	0	-5	0.9	0.2	-4	-94
Cc1occc1C(=O)NNS(=O)(=O)c1ccc(Cl)cc1	-7	-4	2	3	0.95	-0.1	1	11
CS(=O)(=O)N1CCC(Oc2ccccc2C(=O)NC(C2CC2)C2CC2)CC1	-13	21	-2	-20	1.2	-4.9	-1	13
O=C(CC1SC(=O)N(c2ccccc2)C1=O)Nc1ccc(Br)cc1 (configuration not stated)	0	-8	4	28	1.3	8.6	30*	5
C/C=C/C=C/C(=O)OC(C)C(=O)Nc1cc([N+](=O)[O-])ccc1OC (configuration not stated)	-24	-8	6	9	1	-1.4	-2	14
O=C(NCc1n[nH]c(=O)c2ccccc12)C1CC(=O)N(c2ccccc2)C1 (configuration not stated)	-4	2	0	17	1.1	-1.9	1	-4
COCCn1c(Br)nc2c1c(=O)n(C)c(=O)n2C	-4	12	-1	-6	0.96	-0.2	0	12
CC(=O)c1cccc(OCc2cc(C(=O)NCCC3=CCCCC3)no2)c1	12	3	-1	6	1	-1.7	3	6
COc1ccc(CNC(=O)c2cc(=O)c3ccccc3o2)cc1	-12	-1	1	-19	1.1	-0.6	-2	29
CCCCc1nnc(NC(=O)c2nc3nccc(C)n3n2)s1	-6	1	4	-14	0.98	0.5	-2	4
CC1Cc2ccccc2N1C(=O)COc1nc2ccccc2nc1N1CCOCC1 (configuration not stated)	-10	14	-4	-20	1.1	-1.2	2	-51
CN(Cc1ccccc1)C(=O)COC(=O)c1cncc(Br)c1	-3	-9	2	2	1.1	0.1	1	8
CC(C)(C)OC(=O)N1CCC2(CC1)Oc1ccc(Cl)cc1C(=O)C21CC(c2ccc(Cl)cc2)=NO1 (configuration not stated)	x	3	2	-2	x	-1.1	-1	15
Cc1ccc2nc(-c3ccc(NC(=O)COC(=O)c4ccc(=O)[nH]c4)cc3)sc2c1	-9	-5	-43	-10	1.1	1.8	4	-340
CC1CN(S(=O)(=O)c2cccc(C(=O)Nc3ccc(N4CCCCC4)cc3)c2)CC(C)O1 (configuration not stated)	x	x	2	5	x	-1.1	x	15
O=S1(=O)CCOC[C@H](CC2CCCCC2)N1Cc1ccc(Cl)cc1	-4	6	-1	14	1.1	1.6	-17	5
Cc1cccc(NC(=O)c2ccc(S(=O)(=O)NCc3ccco3)cc2)n1	-24	5	-1	-4	0.95	0.0	0	5
CC(=O)Nc1ccc(NC(=O)Nc2ccc(C)cc2C)cc1	5	6	-1	3	0.93	0.7	3	13
Cc1ccc(N=Cc2sc(O)c3ccccc23)cc1	68*	4	-24	27	0.99	1.2	0	-60
Cn1cnnc1SCCNS(=O)(=O)c1cccc([N+](=O)[O-])c1	-8	-2	3	-4	1	0.6	1	1
Cc1ccc(NC(=O)CN2C(=O)N/C(=C/c3cccn3-c3ccc(C(=O)O)cc3)C2=O)cc1	x	17	-6	-9	x	3.0	-2	-133
CCC(C)(C)NC(=O)C(c1ccc(F)cc1)N(Cc1cccc(OC)c1)C(=O)c1cnccn1 (configuration not stated)	-9	-10	0	-16	0.93	-1.6	0	10
COC(=O)c1cc(S(=O)(=O)NCC2CCN(Cc3ccc(C)cc3)CC2)c[nH]1	-3	-8	0	12	1.1	-2.7	-1	0
Cc1ccc(Cn2nnc3c(=O)n(Cc4cc(C)ccc4C)cnc32)cc1	-7	-7	-1	-6	0.95	1.4	3	8
O=C(N1CCC(n2nc(-c3ccccc3)oc2=O)CC1)C1(c2ccc(Cl)cc2)CC1	2	-18	0	-1	1.3	0.8	-1	7
O=C(CN1CCOCC1)Nc1ncccn1	-1	-5	0	-2	1	-0.7	1	18
Cc1ccc(NC(=O)CCC(=O)NNC(=S)Nc2ccc(F)cc2)c(C)c1	-2	10	1	12	1.7	-0.7	0	1
CCn1cc(S(=O)(=O)c2ccc(C)cc2)c(=O)c2cc(F)c(N3CCN(C)CC3)cc21	6	-5	0	8	1.3	-1.1	-9	-269
Cc1cc2nc(SCCOC(=O)Nc3cccc(Cl)c3)nc(C)c2cc1C	5	-8	0	23	0.93	4.5	2	-8
Cc1ccc(S(=O)(=O)N(C)c2ccc(C(=O)NCc3ccccn3)cc2)cc1	-8	8	1	-15	0.94	1.0	6	1
COc1ccc(CCNC(=O)c2ccc3c(c2)N(Cc2ccc(C)cc2)CCS3)cc1OC	5	4	0	9	1.5	-1.5	-2	-492
COc1ccc(NC(=O)CCc2nnc3ccc(N4CCC(C)CC4)nn23)cc1	3	-1	1	-24	0.83	1.9	1	-12
CC(CCc1ccccc1)NC(=O)CNC(=O)c1ccccc1Br (configuration not stated)	-17	1	0	14	1.2	1.3	2	-1
CCOC(=O)CCC(=O)N1CCOCCN(C(=O)CCC(=O)OCC)CCOCC1	-6	-3	0	15	0.96	-2.2	2	19
Nc1c(Cl)nc(-c2ccccc2)nc1Cl	-5	-2	2	5	0.83	3.1	0	9
C[C@H]1CN(CCc2ccccc2)C(=O)[C@@H]1CC(=O)Nc1ccc(Br)cc1	x	x	0	15	x	1.0	x	22
O=C(COC(=O)C1=COCCO1)Nc1ccc(F)cc1	-9	7	0	0	0.97	-0.6	0	0
COc1cccc(/C=N/NC(=O)C(=O)N2CCCCCC2)c1OC	4	-7	0	-4	0.98	-0.3	3	-10
Cc1cc(C)c(S(=O)(=O)c2ccccc2C(=O)O)c(C)c1	-12	-1	0	-19	0.93	-1.3	0	21
Cc1nc(NC(=O)/C=C/c2ccccc2)sc1C(=O)N(C)C	-36	-8	3	-7	0.97	-0.5	-1	-3
COc1ccc(-c2cc(C(=O)Nc3ccc(OC)c(OC)c3)no2)cc1	-42	6	0	-4	1.1	0.2	-3	-83
CN(CC(=O)Nc1ccccc1Br)C(=O)c1ccc2c(=O)n3c(nc2c1)CCC3	11	-5	4	9	0.93	-1.0	2	4
Cc1c(OC(C)C(=O)NCc2ccccn2)ccc2c3c(c(=O)oc12)CCC3 (configuration not stated)	-17	2	-18	9	1.2	-1.0	0	-204
CN(Cc1ccccc1)S(=O)(=O)c1ccc(S(=O)(=O)N(Cc2ccc(F)cc2)C2CCCC2)cc1	-16	-3	0	11	0.86	0.4	2	13
Cc1ccc(C(=O)NCC(=O)OCC(=O)NC(C)C2CC3CCC2C3)cc1 (configuration not stated)	-18	-7	3	-8	1.4	-0.1	0	3
CC1=C(C(=O)Nc2ccccc2C(=O)N2CCN(c3ccccc3)CC2)SCCO1	x	x	0	-7	x	0.1	x	-260
CC(C)(C)n1ncc2c(=O)n(CC(=O)c3ccc(Cl)cc3)cnc21	-10	2	1	-11	0.96	-2.5	-1	19

Single records, from the list above. Order of values: SENP6 block, ATG4B inh, SENP1 inh, PfGluPho inh, hIAP activ, MPTP block, GRIN3A LBD mod, SENP8 inh
CN(Cc1ccccc1)S(=O)(=O)c1ccc(S(=O)(=O)N(Cc2ccc(F)cc2)C2CCCC2)cc1 as listed: -16, -3, 0, 11, 0.86, 0.4, 2, 13
C[C@H]1CN(CCc2ccccc2)C(=O)[C@@H]1CC(=O)Nc1ccc(Br)cc1 as listed: x, x, 0, 15, x, 1.0, x, 22

(next part)
SMILES	SENP6 block	ATG4B inh	SENP1 inh	PfGluPho inh	hIAP activ	MPTP block	GRIN3A LBD mod	SENP8 inh
C(=N/N1CCN(c2ccccc2)CC1)/c1cccs1	-9	-2	2	6	1	-1.0	-1	30
COc1ccc(/C=N/N=C2\CC3CCC2(C)C3(C)C)cc1O (configuration not stated)	-2	-7	0	3	0.92	-0.3	4	22
CCOC(=O)N1CCC(NC(=O)C(Cc2ccccc2)NC(=O)c2ccco2)CC1 (configuration not stated)	-4	-14	3	-6	0.89	-0.6	2	8
CC(C)(C)OC(=O)C[C@@H]1C/C=C\C[C@H](CC(=O)N(CCO)Cc2ccccc2)C(=O)NC[C@@H](c2ccccc2)OC1=O	-13	-1	2	-6	1.1	0.9	-1	4
COc1cccc(/C=N/NC(=O)CCCC(=O)Nc2ccc(Br)cc2)c1	3	-16	4	48	1.1	0.0	20*	6
CC(=O)NC1CC2CCCC(C1)N2C(=O)Nc1ccc(Cl)cc1 (configuration not stated)	x	x	1	-8	x	-1.2	x	10
Cc1ccccc1C(=O)Nc1ccc(N2CCN(C(=O)c3ccco3)CC2)cc1	-26	2	2	0	1.1	0.1	-2	11
CC(C)CN(C(=O)CCNC(=O)c1ccc(Cl)cc1)c1c(N)n(CC(C)C)c(=O)[nH]c1=O	-12	4	-1	-13	1.2	-1.0	0	15
O=C(Nc1ccc(S(=O)(=O)Nc2ccccn2)cc1)c1ccccc1	11	1	2	18	0.98	-3.9	2	-176
OCCC1CN(Cc2cccc(F)c2F)CCN1CCc1ccccc1 (configuration not stated)	3	-2	2	-10	1.1	0.6	6	22
O=C(C1CCCN1S(=O)(=O)c1cccc2cccnc12)N1CCc2ccccc21 (configuration not stated)	-8	-8	0	-4	0.88	-0.9	0	5
N#Cc1c(C(F)(F)F)cc(-c2cccs2)nc1SCC(=O)O	3	4	1	-52	0.94	1.3	3	-90
O=C(O)CC(CC(=O)O)(C(=O)O)c1ccccc1	7	-3	3	-16	1	0.7	0	20
CN(CCc1ccccc1)C1CCCN(S(=O)(=O)N(C)C)C1 (configuration not stated)	5	-2	12	-1	1.2	0.5	-1	-27
Cc1cc(-c2n[nH]c(=S)n2Cc2ccco2)n(C)n1	-16	4	2	15	0.95	1.1	0	12
CC1(C)CC(=O)c2sc(NS(C)(=O)=O)nc2C1	2	4	-1	-12	1	-1.0	-1	3

Four of the entries above in order of their number in hIAP activ, lowest first:
SMILES | SENP6 block | ATG4B inh | SENP1 inh | PfGluPho inh | hIAP activ | MPTP block | GRIN3A LBD mod
N#Cc1c(C(F)(F)F)cc(-c2cccs2)nc1SCC(=O)O | 3 | 4 | 1 | -52 | 0.94 | 1.3 | 3
O=C(O)CC(CC(=O)O)(C(=O)O)c1ccccc1 | 7 | -3 | 3 | -16 | 1 | 0.7 | 0
COc1cccc(/C=N/NC(=O)CCCC(=O)Nc2ccc(Br)cc2)c1 | 3 | -16 | 4 | 48 | 1.1 | 0.0 | 20*
CC(C)CN(C(=O)CCNC(=O)c1ccc(Cl)cc1)c1c(N)n(CC(C)C)c(=O)[nH]c1=O | -12 | 4 | -1 | -13 | 1.2 | -1.0 | 0

Bioassay records as filed in PubChem BioAssay.

Rows were taken by chance; about 6.7% have a hit in one of these screens.
